Screening data (PubChem)
NR2F2 inh – inhibitors of human COUP-TFII (NR2F2) | inhibition, % at 8.6 µM | HEK293T NGFI-A luciferase reporter, luminescence | actives 0.7% (n = 370,000) | P24468;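 active = inhibition above a per-plate cutoff, mean inhibition of test wells between control levels plus 3 SD, cut at about 38% in these data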;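 also: cells cotransfected with COUP-TFII expression vector driving the NGFI-A reporter; 0% = median of COUP-TF2 test wells and 100% = reporter-only cells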
NCOA1 inh – inhibitors of human steroid receptor coactivator 1 (SRC1); actives 0.12% (n = 360,000); HEK293 GAL4-SRC1 luciferase reporter, luminescence; inhibition, % at 3.6 µM;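 active = inhibition above the campaign mean plus 3 SD, with each screening campaign given its own cutoff, cut at about 60% in these data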;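 also: 0% = DMSO treated cells and 100% = gossypol at 36 µM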
TLR9-MyD88 block – inhibitors of human TLR9-MyD88 binding; Q9NR96+Q99836; CHO BLA complementation TLR9-MyD88, CCF4 FRET ratio; actives 0.21% (n = 340,000); inhibition, % at 4.98 µM;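 active = inhibition above the mean over all tested compounds plus 3 SD, cut at about 21% in these data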;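 also: 0% = DMSO only wells and 100% = clavulanate BLA inhibitor control wells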
NR5A2 inv ag – suppresses constitutive activity of human LRH-1; O00482; HEK293T StAR-luciferase reporter, LRH-1 transfected, 24 h; inhibition, % at 3.6 µM; actives 0.13% (n = 360,000); AID 602396;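 active = inhibition above the mean inhibition of all tested compounds plus 3 SD, cut at about 73% in these data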;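 also: 0% = DMSO wells and 100% = reporter-only cells lacking LRH-1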
Exocytosis inh – lytic granule exocytosis inhibition. TALL-104 LAMP-1 surface exposure, flow cytometry; cells stimulated with thapsigargin and PMA. inhibition, % at 10 µM. actives 0.66% (n = 360,000);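 active = inhibition above about 55%, limit read from the data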
TROY NFkB inh – blocks TROY-dependent signaling in reporter cells. Q293 LMP1-TROYcd NF-kB luciferase reporter, 4 h. inhibition, % at 10 µM. actives 0.98% (n = 360,000);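 active = compounds whose plate-normalised and pattern-corrected inhibition of the luciferase reporter signal at the single screening dose is 50% or more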
TWEAK-Fn14 inh – TWEAK-Fn14 signaling inhibition. actives 2% (n = 360,000). inhibition, % at 10 µM. TWEAK-stimulated Fn14 reporter cells, luciferase luminescence, 8 h; in the data active = inhibition above about 50%
ABHD5-PLIN5 inh – blocks binding of human ABHD5 to perilipin-5; Q00G26+Q8WTS1; Split G. princeps luciferase complementation, luminescence, 4 h; inhibition, % at 4 µM; actives 0.78% (n = 360,000); AID 602281;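 active = inhibition above the mean inhibition across every tested compound plus 3 SD, cut at about 22% in these data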;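 also: 0% = DMSO only wells and the 100% control is not disclosed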
SRC3 inh – inhibits human SRC3 coactivator; Q9Y6Q9; HEK293 GAL4-SRC3 luciferase reporter, luminescence; inhibition, % at 3.6 µM; actives 0.17% (n = 360,000); AID 588352;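 active = inhibition above a per-campaign cutoff, the mean of all compounds plus 3 SD, cut at about 60% in these data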;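 also: 0% = DMSO-treated cells and 100% = gossypol-treated cells at 36 µM; higher means less SRC3-driven luciferase light from the GAL4 reporter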
Target sequence (Q9Y6Q9 whole entry, looked up, the tested form may be a part): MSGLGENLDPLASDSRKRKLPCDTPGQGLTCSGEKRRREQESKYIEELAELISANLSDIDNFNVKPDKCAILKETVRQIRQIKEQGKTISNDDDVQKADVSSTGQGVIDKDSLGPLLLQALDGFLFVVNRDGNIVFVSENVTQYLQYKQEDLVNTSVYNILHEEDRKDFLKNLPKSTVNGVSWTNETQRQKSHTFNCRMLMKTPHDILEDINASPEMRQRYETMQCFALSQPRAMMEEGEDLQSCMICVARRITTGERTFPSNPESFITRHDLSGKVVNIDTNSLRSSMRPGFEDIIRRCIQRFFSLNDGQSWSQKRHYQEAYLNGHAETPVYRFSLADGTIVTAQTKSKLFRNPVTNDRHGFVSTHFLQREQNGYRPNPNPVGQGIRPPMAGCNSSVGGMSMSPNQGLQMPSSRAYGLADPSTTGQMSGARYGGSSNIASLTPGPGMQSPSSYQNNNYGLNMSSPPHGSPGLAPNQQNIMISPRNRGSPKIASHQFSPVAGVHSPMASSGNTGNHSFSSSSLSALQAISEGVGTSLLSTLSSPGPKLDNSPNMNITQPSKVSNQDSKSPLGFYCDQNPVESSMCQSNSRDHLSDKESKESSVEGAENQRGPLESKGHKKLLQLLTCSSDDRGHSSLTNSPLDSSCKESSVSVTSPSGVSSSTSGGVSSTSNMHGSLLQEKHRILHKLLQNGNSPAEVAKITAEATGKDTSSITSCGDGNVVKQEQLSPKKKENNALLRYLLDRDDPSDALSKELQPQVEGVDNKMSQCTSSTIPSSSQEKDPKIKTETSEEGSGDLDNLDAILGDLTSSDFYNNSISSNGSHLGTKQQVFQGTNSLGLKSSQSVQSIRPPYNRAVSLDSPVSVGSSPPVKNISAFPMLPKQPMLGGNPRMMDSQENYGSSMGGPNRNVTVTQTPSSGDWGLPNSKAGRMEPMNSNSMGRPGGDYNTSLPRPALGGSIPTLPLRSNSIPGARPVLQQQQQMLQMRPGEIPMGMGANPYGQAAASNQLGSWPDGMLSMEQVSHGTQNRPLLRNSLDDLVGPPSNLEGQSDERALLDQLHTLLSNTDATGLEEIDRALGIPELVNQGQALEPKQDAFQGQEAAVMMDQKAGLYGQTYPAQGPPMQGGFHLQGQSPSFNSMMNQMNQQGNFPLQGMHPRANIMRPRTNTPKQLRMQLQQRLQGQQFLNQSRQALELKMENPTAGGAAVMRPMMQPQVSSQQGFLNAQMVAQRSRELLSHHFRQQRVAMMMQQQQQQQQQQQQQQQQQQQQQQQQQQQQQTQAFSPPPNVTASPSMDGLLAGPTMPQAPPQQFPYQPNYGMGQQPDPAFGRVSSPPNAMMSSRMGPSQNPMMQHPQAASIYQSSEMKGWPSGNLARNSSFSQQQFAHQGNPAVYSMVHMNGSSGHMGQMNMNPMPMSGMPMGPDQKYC
NOD2-RIPK2 inh – inhibitors of human NOD2-RIPK2 interaction. O43353. CHO BLA complementation NOD2-RIPK2, CCF4 ratio. inhibition, % at 4.98 µM. actives 0.38% (n = 360,000); in the data active = inhibition above about 21%;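 also: 0% = vehicle only and 100% = reference blocker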
NCOA2 inhibitor – human SRC2 (NCOA2) inhibition | inhibition, % at 9 µM | actives 0.17% (n = 370,000) | Q15596 | AID 651957 | HEK293 GAL4-SRC2 luciferase reporter, luminescence;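 active = inhibition above the mean inhibition of all tested compounds plus 3 SD, set per campaign, cut at about 52% in these data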;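 also: 0% = DMSO treated cells and 100% = cells given Gossypol at 36 µM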
Active calls of the source: *; x = no result given.

[1] CC(C)(C)n1nc2c(c1NC(=O)c1ccccc1C(F)(F)F)CS(=O)(=O)C2
[2] COc1cccc(C(C(=O)NC2CCCC2)N(C(=O)c2ccco2)c2ccccc2F)c1OC (stereo not given)
[3] COc1ccc(NC(=O)C(c2ccc(C#N)cc2)n2c(=O)c(-c3cc4ccccc4[nH]3)nc3ccccc32)cc1 (stereo not given)
[4] CCOc1ccc(C2CC(c3ccc(CC)cc3)Nc3nc(N)nn32)cc1 (stereo not given)
[5] O=[N+]([O-])c1cccc(Nc2c([N+](=O)[O-])ccc3nonc23)c1
[6] CC(=O)c1cccc(NC(=O)Cn2cnc(S(=O)(=O)N3CCCCC3)c2)c1
[7] CN1CCN(C(=O)OCCOCCOC(=O)N2CCN(C)CC2)CC1
[8] Cc1ccccc1NC(=O)NNC(=O)OC(C)(C)C
[9] O=C(NCc1ccc(Cl)cc1)c1ccc(CNc2c(N3CCCC3)c(=O)c2=O)cc1
[10] CC1CCN(CCCCOc2cccc(Br)c2)CC1
assay / entry | 1 | 2 | 3 | 4 | 5 | 6 | 7 | 8 | 9 | 10
NCOA1 inh | -85 | -13 | x | -9 | 13 | -5 | -8 | 0 | -8 | -3
NCOA2 inhibitor | -3 | 16 | -5 | -24 | 10 | 13 | 17 | -12 | -21 | 0
NOD2-RIPK2 inh | -8 | -4 | 56* | -4 | -6 | -17 | 18 | -15 | -6 | 2
ABHD5-PLIN5 inh | 0 | -10 | 2 | 2 | 3 | 7 | -4 | 1 | -2 | 3
TROY NFkB inh | 9 | 4 | x | 24 | 9 | -8 | -8 | 5 | 7 | 7
SRC3 inh | -10 | -10 | x | -12 | 1 | 0 | 0 | -11 | -9 | 12
TWEAK-Fn14 inh | -6 | 25 | x | 20 | 0 | 8 | 4 | -5 | -21 | -19
TLR9-MyD88 block | 3 | -10 | x | 3 | 0 | 6 | 4 | 3 | 1 | 8
Exocytosis inh | -4 | 8 | 13 | 0 | -10 | 11 | 60* | 3 | -3 | -6
NR5A2 inv ag | 0 | 1 | -18 | -21 | 8 | 17 | 9 | 7 | 4 | -9
NR2F2 inh | 13 | -15 | 7 | -9 | -9 | -9 | 11 | -14 | -10 | 4

[11] OCCN1CCN(c2ncnc3c2ncn3[C@H]2CN(Cc3ccc(-c4ccccc4)cc3)C[C@@H](CO)O2)CC1
[12] CCCOc1ccc(C2C(C#N)=C(N)Oc3nc[nH]c(=O)c32)cc1OC (stereo not given)
[13] Cc1nnc(OCC(=O)NCCC2=CCCCC2)c2ccccc12
[14] COc1ccc2c(CC(=O)OCC(=O)N3CCc4ccccc43)coc2c1
[15] COc1ccc(C(=O)N/N=C\c2ccoc2)cc1
[16] CN1CCn2c1nc(N1CCCCC1)nc2=O
[17] COc1ccc(NS(=O)(=O)c2ccc(N/N=C(\C)c3ccncc3)c([N+](=O)[O-])c2)cc1
[18] O=C(CSc1nc2nc3c(cc2c(=O)n1-c1ccccc1)CCCC3)Nc1cccc2ccccc12
[19] N#C/C(=C\c1ccccc1OCC(=O)O)c1nc2ccccc2[nH]1
[20] Cc1nn(C(C)C(=O)NCc2cccs2)c(=O)c2nn(-c3ccccc3)c(C)c12 (stereo not given)
assay / entry | 11 | 12 | 13 | 14 | 15 | 16 | 17 | 18 | 19 | 20
NCOA1 inh | 6 | 6 | -2 | -40 | -29 | 3 | 14 | -25 | -14 | -2
NCOA2 inhibitor | 5 | 12 | -15 | 8 | -19 | -18 | 17 | 3 | -16 | 10
NOD2-RIPK2 inh | 0 | 2 | 13 | -4 | -5 | -4 | -20 | 1 | 3 | 1
ABHD5-PLIN5 inh | 14 | -3 | 5 | -2 | 5 | 0 | -2 | 2 | 1 | -2
TROY NFkB inh | 19 | 8 | -8 | -63 | -17 | -13 | 37 | 15 | -37 | -14
SRC3 inh | 25 | 4 | -7 | -33 | -19 | -2 | 24 | 10 | -33 | 4
TWEAK-Fn14 inh | 6 | -25 | 8 | -49 | -4 | 0 | 74* | 14 | 17 | -9
TLR9-MyD88 block | x | -5 | -7 | 2 | -1 | -1 | -4 | 2 | 3 | -6
Exocytosis inh | -2 | 3 | 3 | 0 | -10 | 1 | 6 | 11 | -6 | -1
NR5A2 inv ag | 18 | -13 | 11 | -39 | -35 | 7 | 15 | 1 | -25 | 26
NR2F2 inh | 12 | 1 | -18 | 3 | -16 | 0 | 14 | 18 | -14 | 11

[21] Cc1ccc(OCC(=O)N2CCOCC2)cc1C
[22] O=C(CNC(=O)C1COc2ccccc2O1)N/N=C/c1ccc([N+](=O)[O-])cc1 (stereo not given)
[23] COc1ccc(S(=O)(=O)N2CCc3ccccc32)cc1C(=O)OCc1c(C)noc1C
[24] CCOC(=O)c1c(NC(=O)CSc2nnc(-c3ccccc3)n2CC)sc(C(C)=O)c1C
[25] COc1nc(Nc2cccc([N+](=O)[O-])c2)nc(OC)n1
[26] COc1cccc(-c2nnc(NC(=O)c3ccc4ncsc4c3)o2)c1
[27] Cc1ccc(S(=O)(=O)NCCC(=O)N2CCN(Cc3ccccc3)CC2)cc1
[28] CCN(CC)C(=O)COc1coc(CN2CCN(Cc3ccccc3)CC2)cc1=O
[29] O=C(O)c1cccc(Cn2cccn2)c1
[30] Cc1ccc(N2CC(C(=O)Nc3nnc(SCC(=O)Nc4nc(C)cs4)s3)CC2=O)cc1 (stereo not given)
assay / entry | 21 | 22 | 23 | 24 | 25 | 26 | 27 | 28 | 29 | 30
NCOA1 inh | -35 | -3 | -14 | -4 | -7 | -29 | -8 | -3 | -19 | -6
NCOA2 inhibitor | -28 | 11 | -3 | -11 | -27 | 3 | -7 | 9 | -14 | -6
NOD2-RIPK2 inh | -5 | 9 | -7 | 4 | 2 | 0 | -3 | -2 | 2 | 4
ABHD5-PLIN5 inh | 11 | 6 | 3 | 1 | -4 | -9 | 5 | -2 | 2 | 2
TROY NFkB inh | -37 | 11 | 11 | 15 | 11 | -46 | 8 | -12 | -20 | 8
SRC3 inh | -22 | -8 | -25 | 8 | -17 | 2 | 0 | -12 | 0 | -17
TWEAK-Fn14 inh | -7 | -6 | 15 | 11 | -4 | -12 | -13 | -12 | -4 | 1
TLR9-MyD88 block | 1 | 6 | -10 | -5 | -2 | 2 | 16 | 6 | -5 | -12
Exocytosis inh | -8 | 0 | 3 | 11 | -2 | 15 | 8 | -1 | -4 | -1
NR5A2 inv ag | -38 | -2 | 5 | 12 | -10 | -16 | 13 | 2 | -2 | 11
NR2F2 inh | -18 | -8 | 2 | -2 | -11 | 4 | -23 | 7 | 1 | -9

[31] COCCCNC(=O)CN(c1cc(Cl)ccc1OC)S(C)(=O)=O
[32] COc1ccc(CCC(=O)OCC(=O)Nc2ccccc2OC(F)F)cc1OC
[33] COc1ccccc1Nc1ncc(C(=O)Nc2ccc(OC)c(OC)c2)c2ccccc12
[34] COc1ccc(C(=O)NCCN2CCOCC2)c(OC)c1OC
[35] COc1ccc(OC)c(CN2CCN(C(=O)c3cccc(S(=O)(=O)Nc4ccccc4OC)c3)CC2)c1
[36] O=C(COC(=O)COc1ccccc1)NCc1ccc2c(c1)OCO2
[37] Cc1nc(SCC(=O)NCCc2ccccc2)c2oc3ccccc3c2n1
[38] COc1cc(CC(=O)Nc2c(-c3ccccc3)[nH][nH]c2=O)cc(OC)c1
[39] CCOC(=O)C1(CC2CC2)CCN(Cc2cn[nH]c2-c2ccccc2)CC1
[40] CC(=O)c1ccc(S(=O)(=O)N2CCCC(N(C)CCc3ccccn3)C2)cc1 (stereo not given)
assay / entry | 31 | 32 | 33 | 34 | 35 | 36 | 37 | 38 | 39 | 40
NCOA1 inh | -8 | 15 | -5 | 18 | -4 | 9 | 22 | x | -4 | -4
NCOA2 inhibitor | 0 | -16 | 11 | -33 | -49 | -19 | -75 | -61 | 5 | -12
NOD2-RIPK2 inh | -4 | 4 | 0 | -2 | 4 | -51 | -11 | -2 | -12 | 6
ABHD5-PLIN5 inh | 2 | -3 | 13 | -1 | 4 | -2 | 5 | -17 | -2 | 2
TROY NFkB inh | -21 | 0 | -49 | -1 | -1 | -9 | 2 | x | 5 | 11
SRC3 inh | 18 | 2 | -13 | 12 | 12 | 10 | 4 | x | 6 | 6
TWEAK-Fn14 inh | 6 | -18 | -23 | 8 | 1 | 4 | 1 | x | -9 | -9
TLR9-MyD88 block | 1 | 2 | -1 | -4 | -4 | -10 | 8 | x | -4 | 9
Exocytosis inh | 0 | 3 | -5 | 6 | 16 | 1 | -2 | 0 | -3 | 0
NR5A2 inv ag | -14 | 6 | 3 | -20 | 1 | -8 | 9 | 13 | -2 | 14
NR2F2 inh | 13 | 13 | -8 | -12 | -11 | -18 | 15 | -2 | 8 | -2

[41] CCCCN(CC)C(=S)Nc1ccc2nc3n(c(=O)c2c1)CCCCC3
[42] COc1cccc(N2CCN(C(c3ccccn3)c3nnnn3C(C)(C)C)CC2)c1 (stereo not given)
[43] COc1ccc([C@H]2CC(=O)C[C@@H](CCn3cc(C(C)C)nn3)O2)cc1
[44] O=C(O)CCC(=O)Nc1ccccc1C(=O)Nc1ccccc1
[45] CC(=O)N1c2ccc(S(=O)(=O)N3CCCCC3)cc2CC1C(=O)Nc1ccc(F)cc1C (stereo not given)
[46] CCN(C(=O)Cc1ccccc1OC)c1nnc(-c2ccncc2)s1
[47] N#CCCN(C(=O)COC(=O)C1=COCCO1)c1ccc(F)cc1
[48] CCn1c(SCC(=O)OC)nnc1-c1ccncc1
assay / entry | 41 | 42 | 43 | 44 | 45 | 46 | 47 | 48
NCOA1 inh | -5 | -3 | x | -1 | -18 | 4 | 8 | -11
NCOA2 inhibitor | -8 | 3 | 6 | -10 | -11 | -6 | 16 | -7
NOD2-RIPK2 inh | -6 | -3 | 2 | 8 | 0 | 2 | -8 | 9
ABHD5-PLIN5 inh | -1 | 1 | -2 | 14 | -7 | -3 | -3 | 2
TROY NFkB inh | 12 | x | -5 | 0 | 3 | -1 | -27 | 7
SRC3 inh | 19 | 12 | x | 14 | -18 | 17 | -7 | -15
TWEAK-Fn14 inh | -15 | -1 | 14 | 2 | 7 | 23 | -8 | 4
TLR9-MyD88 block | -9 | -9 | x | 0 | -4 | 6 | -3 | 0
Exocytosis inh | -3 | -6 | -3 | 1 | -6 | -1 | 2 | -4
NR5A2 inv ag | 7 | 22 | 2 | 1 | -3 | 1 | 4 | 3
NR2F2 inh | 6 | 7 | -14 | -6 | 5 | 4 | -11 | 24

The list is partial (hit frequency here may not be typical).
